# High-throughput results as filed in PubChem.
# LYPLA2 counter: LYPLA2 inhibitors, primary screen, counter-screen for PME1 inhibitor project, biochemical, fluorescence polarization, FP-Rh probe ABPP; Acyl-protein thioesterase 2 (Homo sapiens), O95372; recombinant LYPLA2; inhibition, % at 5.9 µM; 320,000 tested, 0.38% active;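 active = inhibition above the screen-wide mean plus 3 SD, limit set per campaign, cut at about 26% in these data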;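 note: 0% = LYPLA2 with DMSO and 100% = wells lacking LYPLA2 enzyme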
# PAFAH2 FP inh: PAFAH2 enzyme inhibitors, primary screen, biochemical, fluorescence polarization, human; Platelet-activating factor acetylhydrolase 2, cytoplasmic (Homo sapiens), Q99487; recombinant PAFAH2, FP-rhodamine activity probe; inhibition, % at 3.39 µM; 340,000 tested, 0.99% active;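 active = inhibition above the mean over all tested compounds plus 3 SD, cut at about 30% in these data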;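 note: inhibitors block probe labeling of enzyme so polarization drops; 0% = enzyme with DMSO and 100% = wells lacking PAFAH2 protein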
# PAFAH1B2 FP inh: PAFAH1B2 enzyme inhibitors, primary screen, biochemical, fluorescence polarization, human | recombinant PAFAH1B2, FP-rhodamine activity probe | inhibition, % at 3.39 µM | 340,000 tested, 1.2% active | AID 492953, 2010;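 active = inhibition above the mean of all tested compounds plus 3 SD, cut at about 24% in these data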;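 note: 0% = enzyme with DMSO and 100% = wells lacking PAFAH1B2; many of its hits are not listed in these tables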
# PAD4 FP inh: human PAD4 inhibitors, primary screen, biochemical, fluorescence polarization, 1536-well format; Protein-arginine deiminase type-4 (Homo sapiens), Q9UM07; recombinant PAD4, RCA probe fluorescence polarization; inhibition, % at 6.36 µM; 330,000 tested, 0.41% active;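 active = percent inhibition above a cutoff equal to the mean of all tested compounds plus 3 SD, cut at about 15% in these data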;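 note: 0% = PAD4 with RCA probe and DMSO and 100% = probe without PAD4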
# LYPLA1 counter: LYPLA1 inhibitors, primary screen, counter-screen for PME1 inhibitor project, biochemical, fluorescence polarization, FP-Rh probe ABPP. AID 2174, 2009. inhibition, % at 5.9 µM. 320,000 tested, 0.16% active. recombinant LYPLA1;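 active = inhibition above the mean of all tested compounds plus 3 SD, set per campaign, cut at about 14% in these data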;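 note: inhibitors block serine hydrolase probe labeling of LYPLA1 so polarization falls; 0% = enzyme with DMSO and 100% = wells lacking LYPLA1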
# GSTO1 counter: inhibitors of recombinant GSTO1, primary screen, counter-screen for RBBP9 inhibitor project, biochemical, fluorescence polarization; Glutathione S-transferase omega-1 (Homo sapiens), P78417; activity-based probe fluorescence polarization; inhibition, % at 5.96 µM; 300,000 tested, 1.1% active;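 active = inhibition above the campaign mean inhibition plus 3 SD, cut at about 35% in these data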;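 note: 0% = GSTO1-1 with DMSO and 100% = wells lacking GSTO1-1 enzyme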
# PAFAH1B3 FP inh: PAFAH1B3 enzyme inhibitors, primary screen, biochemical, fluorescence polarization, human | Platelet-activating factor acetylhydrolase IB subunit alpha1 (Homo sapiens), Q15102 | recombinant PAFAH1B3, FP-rhodamine probe | inhibition, % at 3.39 µM | 340,000 tested, 0.28% active | AID 492972, 2010;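 active = inhibition above the screen-wide average of all tested compounds plus 3 SD, cut at about 25% in these data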;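 note: 0% = enzyme with DMSO only and 100% = wells lacking PAFAH1B3 protein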
# Target sequence (Q15102 whole entry, looked up): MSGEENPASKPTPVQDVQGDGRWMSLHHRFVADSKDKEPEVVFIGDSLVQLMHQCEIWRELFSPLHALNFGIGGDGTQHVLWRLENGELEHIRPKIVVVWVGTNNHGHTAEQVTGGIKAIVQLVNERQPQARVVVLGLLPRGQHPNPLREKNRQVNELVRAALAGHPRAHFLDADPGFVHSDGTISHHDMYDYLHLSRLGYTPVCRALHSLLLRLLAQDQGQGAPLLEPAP
# PME-1 inh: PME-1 inhibitors via competitive probe labeling, primary screen, biochemical, fluorescence polarization, FP-Rh probe, HTS | Protein phosphatase methylesterase 1 (Homo sapiens), Q9Y570 | recombinant PME-1 | 320,000 tested, 0.53% active | AID 2130, 2009 | inhibition, % at 5.9 µM;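 active = inhibition above the campaign mean of all compounds plus 3 SD, cut at about 26% in these data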;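 note: competitive labeling of PME-1 active site by serine hydrolase directed probe; 0% = PME-1 with DMSO and 100% = wells lacking PME-1 enzyme; inhibitors block probe labeling so polarization falls and inhibition rises; many of its hits are not listed in these tables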
# Target sequence (Q9Y570 whole entry, looked up): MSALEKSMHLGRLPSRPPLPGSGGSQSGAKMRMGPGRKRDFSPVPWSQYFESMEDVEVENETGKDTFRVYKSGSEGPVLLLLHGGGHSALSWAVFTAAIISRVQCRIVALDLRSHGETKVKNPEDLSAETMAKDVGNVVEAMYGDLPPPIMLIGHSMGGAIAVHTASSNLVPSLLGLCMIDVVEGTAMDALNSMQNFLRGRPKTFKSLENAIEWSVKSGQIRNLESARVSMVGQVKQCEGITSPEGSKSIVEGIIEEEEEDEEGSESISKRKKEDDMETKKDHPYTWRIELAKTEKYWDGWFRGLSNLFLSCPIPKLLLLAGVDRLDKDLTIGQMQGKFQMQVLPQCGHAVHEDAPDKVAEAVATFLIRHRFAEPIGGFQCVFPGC
# pPAFAH FP inh: pPAFAH enzyme inhibitors, primary screen, biochemical, fluorescence polarization, human; Platelet-activating factor acetylhydrolase (Homo sapiens), Q13093; recombinant pPAFAH, FP-rhodamine probe fluorescence polarization; inhibition, % at 3.39 µM; 330,000 tested, 1.5% active; AID 463082, 2010;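 active = inhibition above the mean inhibition across the screen plus 3 SD, cut at about 25% in these data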;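 note: inhibitors block binding of the rhodamine activity-based probe so polarization drops; 0% = enzyme with DMSO and 100% = wells lacking pPAFAH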
# Target sequence (Q13093 whole entry, looked up): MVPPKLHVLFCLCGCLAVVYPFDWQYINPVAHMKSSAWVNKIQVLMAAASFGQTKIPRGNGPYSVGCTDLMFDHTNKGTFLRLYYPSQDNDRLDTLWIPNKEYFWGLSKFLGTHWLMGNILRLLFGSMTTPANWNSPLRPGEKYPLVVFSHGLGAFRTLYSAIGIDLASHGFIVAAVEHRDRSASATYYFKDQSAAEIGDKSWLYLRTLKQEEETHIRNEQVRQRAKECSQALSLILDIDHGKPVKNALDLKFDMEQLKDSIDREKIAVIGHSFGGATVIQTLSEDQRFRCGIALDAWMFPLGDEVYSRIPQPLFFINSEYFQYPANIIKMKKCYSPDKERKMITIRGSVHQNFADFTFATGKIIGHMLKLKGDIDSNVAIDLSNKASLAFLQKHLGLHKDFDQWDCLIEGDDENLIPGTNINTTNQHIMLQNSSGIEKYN
# Numbers without * were called inactive; x = not tested or not shown.
# Values run as follows: PME-1 inh	LYPLA2 counter	LYPLA1 counter	pPAFAH FP inh	GSTO1 counter	PAD4 FP inh	PAFAH1B2 FP inh	PAFAH1B3 FP inh	PAFAH2 FP inh
CC(NC(=O)Cn1cc(C(F)(F)F)ccc1=O)c1ccc(F)cc1 (stereo not given)
→ 5	12	3	4	6	1	2	2	1
CCCc1nc2cc3c(cc2[nH]1)n(C)c(=O)n3C
→ 5	0	-4	3	-8	-2	1	8	0
CC[C@H](C)[C@@H](C(=O)NCCCCCCCCCCC(=O)N1CCN(C(=O)OC(C)(C)C)CC1)n1cc(CCCCCNC(=O)OC(C)(C)C)nn1
→ -4	-9	1	11	3	2	3	1	-9
NNC(=O)c1ccc(COc2ccc3ccccc3c2)o1
→ -15	-24	-4	3	-3	-6	4	-6	-7
Cn1cc(/C=C(\NC(=O)c2ccccc2)C(=O)NCCCN2CCOCC2)c2ccccc21
→ 0	-3	0	1	1	1	0	0	-4
CCOc1ccc(S(=O)(=O)N2CCCCC2)cc1NC(=O)CN1C(=O)NC(C)(C2CC2)C1=O (stereo not given)
→ 4	5	-1	0	x	-3	5	4	6
Cc1cccc(C)c1OCC(O)Cn1nnc2ccccc21 (stereo not given)
→ 1	-2	2	2	5	1	4	14	13
C=C(C)CSc1nnc(-c2ccc(OC)c(OC)c2)n1N
→ -2	-1	0	4	-7	0	-1	0	-7
CCOC(=O)c1c(C)n(C)c2c(C)cc(O)c(OC(=O)CC)c12
→ 3	4	5	4	-9	4	5	5	4
Cc1ccc(N2CC(C(=O)OCC(=O)c3ccc(F)cc3)CC2=O)cc1 (stereo not given)
→ -1	3	0	12	2	-2	5	8	-9
CCCCn1c(=N)c(S(=O)(=O)c2ccc(Br)cc2)cc2c(=O)n3cccc(C)c3nc21
→ -1	5	-2	6	-2	-4	3	7	-6
CCOC(=O)c1nn(-c2ccc3c(c2)OCCO3)cc1O
→ 4	7	3	9	5	-3	-3	1	-2
COc1ccc(OC)c(NC(=O)CSc2nnc(NC(=O)c3ccco3)s2)c1
→ 5	3	-1	3	-6	4	6	2	3
O=C(Nc1ccc(OC(F)(F)F)cc1)NC1CCC(Oc2ccc(C(=O)O)cc2)CC1 (stereo not given)
→ 6	8	-1	3	x	0	6	12	-1
CCOC(=O)c1cn(CC)c2cc(F)c(F)cc2c1=O
→ -6	-4	2	-4	-5	-8	7	10	3
CCOC(=O)C1=C(N)Oc2cc(O)ccc2C1c1cccc([N+](=O)[O-])c1 (stereo not given)
→ -3	-6	-3	4	-2	-8	-1	6	9
CC(=O)N(C)c1ccc(NC(=O)C(F)(F)F)cc1
→ 2	-2	3	-5	3	0	7	3	3
CCn1c(COc2ccccc2)nnc1SCC(=O)NCc1ccco1
→ -5	-1	-1	-8	2	-8	-3	7	3
CCN(CC)CCSc1nnc2c3cc(C)ccc3n(Cc3ccccc3)c2n1
→ 2	-4	-2	-1	-6	5	x	x	x
Cc1nnc(SCC(=O)N2CCOCC2)s1
→ 2	2	-5	5	5	-1	4	1	-7
CCC1(c2ccc(Cl)cc2)NC(=O)N(CC(=O)N2CCN(C(=O)c3ccco3)CC2)C1=O (stereo not given)
→ x	x	x	-3	x	-8	7	10	6
COc1ccc(SC[C@H](Cc2ccccc2)N2CCN(CCc3ccccc3)CCC2=O)cc1
→ -6	3	-3	10	-3	-1	5	16	4
COC(=O)C1=C(C)C(c2cccs2)NC(=O)N1C (stereo not given)
→ 0	2	0	1	7	3	6	4	4
O=C(CCS(=O)(=O)c1cccc2nonc12)NCCc1ccccc1Cl
→ -5	-7	-2	-7	-2	-9	0	8	7
O=C(O)C1=C[C@@H](c2csc3ccccc23)C[C@@H](OCc2ccc(CO)cc2)O1
→ 1	-1	-1	6	10	-1	-1	6	-2
CC1C(=O)O[C@@H]2C[C@@H](C)[C@@H]3CCC(=O)[C@@]3(C)[C@@H](O)[C@H]12 (stereo not given in full)
→ 0	5	-1	3	-3	-4	-1	2	-1
CN(/N=C/C=C/c1ccccc1)C1=NS(=O)(=O)c2ccccc21
→ -6	-1	0	5	3	2	-3	-1	1
O=C1c2cc(Cl)ccc2OC2(CCNCC2)C12CC(c1ccc(Cl)cc1)=NO2 (stereo not given)
→ 0	-2	0	-2	8	4	2	-3	5
COc1cc(NC(=O)CSc2nc(C3CC3)nc3ccccc23)cc(OC)c1
→ -1	0	0	0	-8	-2	-1	9	16
COc1ccc(N2CCN(C(=O)[C@@H](NC(=O)c3cc(OC)cc(OC)c3)C(C)C)CC2)cc1
→ 1	1	-2	2	-2	-2	2	4	-9

# Brought forward from above: 3 entries; new compounds follow.
# Values run as follows: PME-1 inh	LYPLA2 counter	LYPLA1 counter	pPAFAH FP inh	GSTO1 counter	PAD4 FP inh	PAFAH1B2 FP inh	PAFAH1B3 FP inh	PAFAH2 FP inh
O=C1c2cc(Cl)ccc2OC2(CCNCC2)C12CC(c1ccc(Cl)cc1)=NO2 (stereo not given)
→ 0	-2	0	-2	8	4	2	-3	5
COc1cc(NC(=O)CSc2nc(C3CC3)nc3ccccc23)cc(OC)c1
→ -1	0	0	0	-8	-2	-1	9	16
COc1ccc(N2CCN(C(=O)[C@@H](NC(=O)c3cc(OC)cc(OC)c3)C(C)C)CC2)cc1
→ 1	1	-2	2	-2	-2	2	4	-9
O=C(CSc1nc2ccccc2n1CC(=O)N1CCCC1)N1CCN(C(=O)c2ccco2)CC1
→ -6	3	-4	-3	1	4	2	-2	4
CC(=O)Oc1ccc(-c2cccc(C(=O)NCCO)c2)cc1
→ -4	-8	-3	-5	5	-3	1	3	-3
O=S(=O)(Nc1nc2ccccc2nc1NCc1ccco1)c1cccs1
→ 12	0	-1	9	-5	0	-1	3	6
Cc1ccc(C)c(NC(=O)CN(C)C(=O)C2=NNC(=O)CC2)c1
→ x	x	x	1	x	2	5	4	4
Cc1ccc2c(c1)N(CC(=O)NC1CCCCC1)C(=O)c1cccnc1O2
→ -3	-3	3	6	3	1	-1	-1	3
CC1CCC2(CC1)NC(=O)N(CC(=O)N1CC(C)CC(C)C1)C2=O (stereo not given)
→ x	x	x	6	x	0	19	7	-15
O=C(NNC(=O)c1ccncc1)NC1CCCCC1
→ -6	7	2	0	-4	-6	-9	3	-5
Cc1ccc(/C(O)=C2/C(=O)C(=O)N(Cc3cccnc3)C2c2ccccn2)cc1 (stereo not given)
→ 4	-2	-1	0	-2	3	7	5	10
CN1CCN(c2ccc(CNS(=O)(=O)c3cccc(F)c3)cc2)CC1
→ 1	0	0	5	4	-2	3	6	-6
COC(=O)c1sccc1NC(=O)c1cccc(OC)c1
→ 1	-4	-6	4	9	-3	0	20	-2
O=C(c1cccs1)N1CCN(C(=O)c2cn(-c3ccccc3)nc2-c2ccccc2)CC1
→ x	x	x	0	x	0	0	5	0
CC1(C)C2CCC1(CS(=O)(=O)N1CCC(C(=O)O)CC1)C(=O)C2 (stereo not given)
→ -2	-1	0	0	13	-2	7	-1	-6
COc1cccc(C(=O)Oc2cc(N)n(S(=O)(=O)c3ccc(C)cc3)n2)c1OC
→ 0	4	-1	12	10	5	10	10	19
C=CCNC(=O)c1c(O)c2cccc3c2n(c1=O)CCC3
→ 1	7	4	4	9	-3	4	5	3
Cc1nc(-c2cccc(NC(=O)c3ccc(-n4cccn4)cc3)c2)cs1
→ -12	-6	-5	-3	x	-7	6	5	-4
Cc1ccccc1C(=O)Nc1cccc(-c2nnc(SCC(=O)O)n2C)c1
→ 5	-4	-4	-2	-2	1	5	4	2
CC/C=C/C(=O)N1CC2(CC(c3cccc(NC(=O)COc4ccc(Cl)cc4)c3)=NO2)C[C@H]1C(N)=O (stereo not given in full)
→ -8	-1	-4	-1	-6	1	0	3	5
O=C(O)c1ccccc1-c1nc2ccccc2c(=O)n1O
→ -2	-2	-3	3	5	-6	3	0	-2
CCOC(=O)c1ccc(N=c2scc(C)n2CC)cc1
→ 7	1	0	-2	6	-1	1	3	-3
COc1ccc(CN(C(=O)CN2C(=O)c3ccccc3S2(=O)=O)C(C(=O)NCC2CCCO2)c2ccco2)cc1 (stereo not given)
→ -4	-3	-1	-7	-2	2	3	3	-10
CC(=O)c1c(N2CCOCC2)nc(=S)n(Cc2ccccc2)c1C
→ 1	7	4	6	-5	-7	-4	11	10
NC(=O)c1cc(-c2cccnc2)nc2ccc(Br)cc12
→ 1	-5	-3	-3	2	-3	-1	7	1
Cc1cc(NC(=O)CN2C(=O)NC(C)(c3ccc(Cl)cc3Cl)C2=O)no1 (stereo not given)
→ x	x	x	3	x	-4	5	8	7
O=C(Nc1ccc2nccnc2c1)c1cnccn1
→ -1	-3	0	-12	6	0	1	-1	-1
O=C(Nc1ccc(Cl)cc1C(=O)NCC1CCCO1)c1ccc(Cl)cc1Cl (stereo not given)
→ -3	3	4	2	2	0	4	12	4
CCSc1nnc(NC(=O)/C=C/c2ccco2)s1
→ -9	2	2	5	3	-3	1	15	7
COc1ccc(CSCCc2n[nH]c(=S)n2-c2ccccc2)cc1C
→ -3	4	-1	6	10	1	6	4	-8
O=C(CNS(=O)(=O)c1ccc(F)c(Cl)c1)NCCc1ccccc1
→ -2	2	-2	8	-7	-2	1	5	-1

# An excerpt of these results, as tab-separated lines:
mol	PME-1 inh	LYPLA2 counter	LYPLA1 counter	pPAFAH FP inh	GSTO1 counter	PAD4 FP inh	PAFAH1B2 FP inh	PAFAH1B3 FP inh	PAFAH2 FP inh
Cc1ccc(/C(O)=C2/C(=O)C(=O)N(Cc3cccnc3)C2c2ccccn2)cc1 (stereo not given)	4	-2	-1	0	-2	3	7	5	10
CC[C@H](C)[C@@H](C(=O)NCCCCCCCCCCC(=O)N1CCN(C(=O)OC(C)(C)C)CC1)n1cc(CCCCCNC(=O)OC(C)(C)C)nn1	-4	-9	1	11	3	2	3	1	-9
CC1C(=O)O[C@@H]2C[C@@H](C)[C@@H]3CCC(=O)[C@@]3(C)[C@@H](O)[C@H]12 (stereo not given in full)	0	5	-1	3	-3	-4	-1	2	-1
O=C(Nc1ccc(Cl)cc1C(=O)NCC1CCCO1)c1ccc(Cl)cc1Cl (stereo not given)	-3	3	4	2	2	0	4	12	4
COc1ccc(CSCCc2n[nH]c(=S)n2-c2ccccc2)cc1C	-3	4	-1	6	10	1	6	4	-8

# These rows are one share of the data, so the mix of outcomes need not match the whole.
